# Screens from PubChem BioAssay.
# GalR3 antag: antagonists of human GalR3; AID 651719; inhibition, % at 3 µM; actives 0.44% (n = 360,000); HEK293 GalR3-CNG cAMP membrane potential fluorescence; galR3 body fused to GalR1 C-terminus;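 active = inhibition above the screen-wide average plus 3 SD, cut at about 13% in these data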;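 note: forskolin and galanin both at EC90 stimulate the cells; cAMP rise reported by CNG channel membrane potential dye signal; 0% = forskolin plus galanin with DMSO and 100% = forskolin alone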
# Target sequence (O60755 1-299 limits assumed): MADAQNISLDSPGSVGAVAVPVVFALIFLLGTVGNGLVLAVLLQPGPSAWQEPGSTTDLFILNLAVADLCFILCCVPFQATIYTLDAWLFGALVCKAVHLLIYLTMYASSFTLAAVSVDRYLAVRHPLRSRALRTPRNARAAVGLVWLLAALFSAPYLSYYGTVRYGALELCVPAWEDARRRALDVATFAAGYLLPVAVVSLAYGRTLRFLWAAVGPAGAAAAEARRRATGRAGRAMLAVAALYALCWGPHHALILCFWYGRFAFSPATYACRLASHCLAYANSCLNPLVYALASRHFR
# CRFR2-BP antag: blocks CRF-induced signaling of the CRF-BP/CRF-R2 complex. inhibition, % at 11.8 µM. HEK293 CRF-R2/CRF-BP, CRF-induced calcium fluorescence. AID 588475. actives 0.59% (n = 350,000);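 active = inhibition of the ligand-induced calcium signal above about 50% at the single tested concentration, limit read from the data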
# CRFR2-BP ag: CRF-BP/CRF-R2 complex agonism; activation, % at 13.2 µM; actives 0.46% (n = 350,000); HEK293 CRF-R2/CRF-BP, calcium dye fluorescence (FLIPR); percent of saturating CRF peptide response;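 active = activation of at least 50%, plus an integration ratio under a set limit after plate pattern correction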;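 note: plate controls were neutral control wells without compound for no effect and CRF at EC100 for full effect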
# Numbers without * were called inactive.
SMILES,GalR3 antag,CRFR2-BP antag,CRFR2-BP ag
CCc1ccccc1-n1c(SCC(=O)c2c(N)n(C3CC3)c(=O)[nH]c2=O)nnc1N1CCOCC1,-4,-7,1.4
Cc1nnc(NC(=O)c2ccc3c(c2)NC(=O)CS3)s1,-4,-5,0.4
COc1ccc(N2CCN(C(=O)COC(=O)CCc3ccccc3OC)CC2)cc1,-3,5,-0.8
CC(=O)c1ccc(NC(=O)CSc2nc(=O)n3cccc(C)c3n2)cc1,-5,-9,1.7
Cc1ccc(S(=O)(=O)N2CCOCC2)cc1C(=O)Nc1ccncc1,-4,-3,-0.4
Cc1cc(N)cc(C)c1-c1c(Br)cc(N)cc1Br,-6,10,-4.1
O=C(CN1C(=O)CSc2ccc(S(=O)(=O)N3CCOCC3)cc21)NCc1c(F)cccc1Cl,-1,12,-1.0
CCOc1cc(N2CCOCC2)c(OCC)cc1NC(=O)C1=COCCO1,-4,2,-1.2
COc1cccc(C=NNC(=O)C2CC2)c1,-4,2,0.2
CCCOc1ccc(OC(=O)Cc2ccc(OC)c(S(=O)(=O)N3CCOCC3)c2)cc1,-5,0,-0.4
CN(C)CC1CCC/C(=C\c2ccc(OC(=O)/C=C/c3ccc(Cl)c(Cl)c3)cc2)C1=O (centres undefined),8,-12,2.8
COc1ccc(N(C=O)C(C(=O)Nc2c(C)cccc2C)c2ccccc2)cc1 (centres undefined),-1,-3,-5.0
CC(Oc1ccccc1F)c1nnc(SCC(=O)N(c2ccccc2)C2CCS(=O)(=O)C2)o1 (centres undefined),-5,1,-0.6
CCC(CO)Oc1cc(NC(=O)c2ccc(N)cc2)c2ncn(C(C)C)c2c1 (centres undefined),-2,3,-3.4
COc1cccc(CN(C)C(=O)CNC(=O)c2cccs2)c1OC,-3,-7,0.0
COc1ccc(CCN2CC(C(=O)NCCc3ncccc3C)CCC2=O)cc1 (centres undefined),-6,2,-0.9
CN(CC(=O)Nc1cccc(F)c1)C(=O)CN1C(=O)NC2(CCCCC2)C1=O,-4,-11,4.0
CCCCn1c(N)c(N(Cc2ccccc2OC)C(=O)COc2ccccc2OC)c(=O)[nH]c1=O,-5,7,-0.6
Cc1ccc(S(=O)(=O)NCCC(=O)N2CC(C)OC(C)C2)cc1 (centres undefined),0,11,1.0
COc1ccc(S(=O)(=O)N(C)C[C@@H]2Oc3c(NS(C)(=O)=O)cccc3C(=O)N([C@@H](C)CO)C[C@H]2C)cc1,-5,8,-0.6
COc1ccc(C(=O)NNC(=O)c2ccc3ccccc3c2)cc1,-5,8,-3.2
Nc1ccn(C2OC(CCl)C(O)C2O)c(=O)n1 (centres undefined),-2,-8,-1.8
CCN(C(=O)COC(=O)COc1ccc2c(c1)CCC2)c1c(N)n(Cc2ccccc2)c(=O)[nH]c1=O,-4,2,-2.3
C=CCn1c(COc2ccc(F)cc2)nnc1SCC(=O)NC1CC1,-4,7,2.0
COc1ccc(CCNC(=O)c2cc(-c3ccccn3)nc3ccccc23)cc1,-5,-3,-0.4
SMILES,GalR3 antag,CRFR2-BP antag,CRFR2-BP ag
O=C(CN1C(=O)NC2(CCCC2)C1=O)N1CCN(c2cccc(C(F)(F)F)c2)CC1,-2,-1,0.4
CCCC(=O)NC(c1cccc([N+](=O)[O-])c1)c1ccc2cccnc2c1O (centres undefined),-5,10,-1.0
CC(C)CN(C(=O)COC(=O)CSc1ccccc1)c1c(N)n(Cc2ccccc2)c(=O)[nH]c1=O,3,3,1.1
Cc1cc(C)c(O)c(CN(C)Cc2cc(Cl)cc(Cl)c2O)c1,4,-15,1.0
COc1cccc(NC(=O)CN(C)C(=O)c2cc(-c3ccccc3)nc3ccc(C)cc23)c1,2,-3,5.8
C[C@@H]1COC(=O)[C@@H](NC(=O)OCC2c3ccccc3-c3ccccc32)C/C=C\C[C@@H](CC(=O)N(CCO)Cc2ccccc2)C(=O)N1,-3,-5,-2.5
CCCCNS(=O)(=O)c1ccc(Br)cc1N1CCC[C@H]1CO,-1,2,-1.9
Cc1cc(C)c2nc(N(CCCN(C)C)C(=O)C3=COCCO3)sc2c1,-6,-3,2.8
O=C(NCC(c1ccco1)N1CCN(c2ccccc2F)CC1)c1cccs1 (centres undefined),-4,-1,-0.5
Cc1ccc(NC(=O)c2ccc3c(c2)C(=O)N(c2ccccc2C)C3=O)nc1,-3,2,3.1
Cc1ccc(C)c(NC(=O)C2CCCC2)c1,-1,1,-2.8
CC1(C)CC(=O)C=C(c2ccc(-c3cnc4ccccc4c3)cc2)C1=O,-5,-6,0.7
COc1ccc2c(c1)C(=O)Nc1cc(Cl)ccc1N2,0,2,-0.2
COc1ccc(-c2c(-c3ccc4c(c3)OCO4)c3ccccc3n2C)cc1,-6,23,0.9
CC12C=CC(=O)C=C1CCC1C2CCC2(C)C(C(=O)CO)CCC12 (centres undefined),-4,-3,-0.5
CN(C)c1cccc(C(=O)Nc2ccc(S(=O)(=O)Nc3nccs3)cc2)c1,-3,0,-0.2
O=C(NCCN1CCCC(O)C1)c1cc(COc2cccc(C(F)(F)F)c2)on1 (centres undefined),-7,-8,-2.0
Cc1cccc(C)c1NC(=O)CN(C)C(=O)CC1Sc2ccccc2NC1=O (centres undefined),1,42,0.1
COCCn1c(Cc2ccccc2)nnc1SCC(=O)Nc1oc(C)c2c(C)n[nH]c(=O)c12,-2,1,2.1
CC1Cc2ccccc2N1C(=O)CN1CCN(S(=O)(=O)c2ccc3c(c2)OCCCO3)CC1 (centres undefined),-7,-5,-1.8
CCOC(=O)c1oc2ccccc2c1COC(=O)CNC(=O)c1cc(OC)c(OC)c(OC)c1,3,3,-2.6
Cc1ccc(NC(=O)CSc2nnnn2C)cc1S(=O)(=O)N1CCCCC1,-6,-3,-0.7
Cc1cc(C(=O)N2CCN(S(=O)(=O)c3ccc(C)c(C)c3)CC2)no1,-5,12,-0.1
C(=Cc1cccnc1)c1ccncc1,-5,-15,1.0
COc1ccc(F)cc1C(=O)COC(=O)c1n[nH]c(=O)c2ccccc12,6,-2,-1.0
SMILES,GalR3 antag,CRFR2-BP antag,CRFR2-BP ag
O=C(Nc1nc(-c2ccc(F)cc2)cs1)C1CCN(C(=O)c2ccc(F)cc2)CC1,-8,20,-0.9
Cc1ccc(CSCC(=O)N(C)CC(=O)Nc2c(Cl)cccc2Cl)cc1,-4,-5,-0.4
O=c1cc(-c2cccc(F)c2)oc2ccccc12,-5,-42,-3.7
COc1ccc(CCN(C)C(=O)CCNS(=O)(=O)c2ccccc2C(F)(F)F)cc1OC,-3,-10,-0.8
CCOc1ccc(C(=O)NCC(=O)N2CCN(c3ccc(C(F)(F)F)cn3)CC2)cc1,2,2,-0.5
O=[N+]([O-])c1ccc(O)c(C=NN2CCCCC2)c1,-6,12,-2.8
Cc1ccc(C)c(OCCC(=O)N2CCN(S(=O)(=O)c3cc(F)ccc3F)CC2)c1,-4,-4,0.2
CN(C(=O)c1ccc(NC(=O)Cc2cccc(NC(=O)C3CCN(C(=O)C4CCC4)CC3)c2)cc1)C1CCCC1,-5,1,1.0
O=C1CC(NS(=O)(=O)c2cc(F)ccc2F)CN1c1cccc(F)c1 (centres undefined),-3,1,-1.7
CCc1noc(C)c1C(=O)OCC(=O)NCCc1ccc(OC)cc1,1,19,-0.2
CCCn1c(N)c(C(=O)CSc2nc3ncc(Cl)cc3[nH]2)c(=O)n(C)c1=O,-1,14,2.7
COc1ccc(C(=O)COC(=O)C(CCSC)NC(=O)COc2ccccc2)cc1 (centres undefined),-3,-2,0.3
CCOC(=O)N1CCN(S(=O)(=O)N2CCCC(C(=O)NCc3ccc(C)cc3)C2)CC1 (centres undefined),-8,15,0.1
Cc1ccc(SCC(=O)OCC(=O)NCCc2ccccc2)cc1,-3,-2,-2.2
C=CCC[C@H](Cc1ccc(F)cc1)C(=O)OC[C@H](Cc1c[nH]c2ccccc12)NC(=O)[C@@H](CC=C)CC(=O)N[C@H](CO)Cc1ccccc1,-2,1,1.9
COC(=O)c1c(NC(=O)CN2C(=O)NC3(CCC(C)CC3)C2=O)sc2c1CCC2 (centres undefined),-5,-21,2.0
COc1cc(C=NNc2ccccc2)ccc1OC(=O)c1ccccc1,-4,1,1.0
CC(=O)Nc1cccc(NC(=O)CSc2nc(=O)n(Cc3ccccn3)c3c2CCC3)c1,0,16,-0.1
O=C(C[C@H]1C[C@H](C(=O)N2CCOCC2)[C@@]2(CCC3CCCC3)c3[nH]c4ccc(Cl)cc4c3CCN2C1=O)NCC12CC3CC(CC(C3)C1)C2,-5,-8,4.4
CC[C@]1(C(=O)OC)[C@H]2C(=O)N(C)C(=O)[C@H]2[C@H]2CN=C(SCc3ccc(OC)cc3)N21,-3,-5,1.7
ONC(=NCc1ccccc1)c1ccccc1,-6,-4,0.9
N#CC1(NC(=O)Cn2cc(C(F)(F)F)ccc2=O)CCCC1,-4,2,0.1
CCOc1ccc(S(=O)(=O)N2CCNC(=O)C2)cc1,-6,8,-1.7
Cc1ccc(NC2(C(N)=O)CCCC2)cc1,-5,5,-4.3
O=C(NCC(c1ccco1)N1CCCCC1)c1cnc(Cl)c(Cl)c1 (centres undefined),-8,3,1.6
SMILES,GalR3 antag,CRFR2-BP antag,CRFR2-BP ag
CCN(C(=O)c1cc(S(=O)(=O)N2CCCC2)ccc1C)C1CCS(=O)(=O)C1 (centres undefined),-4,2,1.2
COc1cccc(CN(C)C(=O)C2CCCN(C(=O)c3ccc(Cl)cc3)C2)c1 (centres undefined),-2,4,-1.3
CN(Cc1ccccc1)C(=O)c1cccc(NC(=O)Cc2cccc([N+](=O)[O-])c2)c1,-7,10,-0.9
CCOC(=O)[C@H]1[C@H]2COc3ccc(Cl)cc3[C@@H]2N2C(=O)c3cc(F)ccc3NC(=O)[C@@]12C,-2,3,0.4
CCN(C(=O)CN1C(=O)NC(c2ccccc2)(c2ccc(C)c(C)c2)C1=O)C1CCCCC1 (centres undefined),-5,-5,-0.3
CN(C(=O)OC(C)(C)C)[C@H](Cc1ccccc1)C(=O)N[C@H]1CCCCNC1=O,-3,-6,-0.8
Cc1cc(Cl)ccc1OCC(=O)N(Cc1ccco1)c1c(N)n(Cc2ccccc2)c(=O)[nH]c1=O,-4,-2,-0.5
C=C1c2ccccc2O[C@H](C(=O)OCC)[C@@H]1C1CCCCC1,4,5,3.1
CCOC(=O)C1=C(COC(=O)CCNS(=O)(=O)c2ccc(C)c(C)c2)NC(=O)NC1C (centres undefined),-1,-1,-0.1
CCN(CC(=O)NCc1ccc(Cl)cc1)C(=O)CSCC(=O)Nc1ccc(OC)cc1,5,0,-0.8
COc1cc2cc(CCCOC(=O)CCC(=O)O)oc(=O)c2cc1OC,-6,6,-3.5
Cc1ccc(C)c(S(=O)(=O)Nc2ccc(C(=O)N3CC(C)OC(C)C3)cc2)c1 (centres undefined),-5,9,-0.4
Oc1ccccc1O,-4,8,-1.9
NS(=O)(=O)c1ccc(CCNC(=O)CN2C(=O)c3ccccc3S2(=O)=O)cc1,0,15,0.4
O=C(CCN1CCN(c2ccccc2)CC1)NNC(=O)Cc1ccc(Br)cc1,-2,-5,-3.1
COc1cc2c(cc1OC)C1CCc3cc4c(cc3C1N=C2)OCO4 (centres undefined),-4,-14,0.5
CC[C@H](C)[C@H]1CNC(=S)N1CC1CCN(CCC(C)C)CC1,-6,0,-0.9
CN(C(=O)C1CCCN1S(=O)(=O)c1ccc(Cl)cc1)c1ccccc1 (centres undefined),-2,-3,-0.7
O=C(CSc1nc2cc(Cl)ccc2o1)NC1CC1,-4,-11,-0.4
CCN(C(=O)COC(=O)c1ccc(O)cc1)c1cccc2ccccc12,-3,19,-1.2
CCN(CC)S(=O)(=O)c1ccc(C)c(NC(=O)COC(=O)CCC(=O)c2cccs2)c1,-2,-3,-2.3
O=C1c2cc([N+](=O)[O-])ccc2-c2cc(Cl)c(NC(=O)C(F)(F)F)cc21,-3,22,32
CCOC(=O)C1=C(C)c2ccccc2N(C(=O)OC)C1(C)C(=O)OCC (centres undefined),-5,-16,-4.8
CSc1ccc(S(=O)(=O)NCC(=O)OCC(=O)N(C)Cc2ccccc2)cc1[N+](=O)[O-],0,13,-0.1

# Molecules from the list above that have an aryl thioether with sulfur outside any ring (12):
SMILES,GalR3 antag,CRFR2-BP antag,CRFR2-BP ag
CCc1ccccc1-n1c(SCC(=O)c2c(N)n(C3CC3)c(=O)[nH]c2=O)nnc1N1CCOCC1,-4,-7,1.4
CC(=O)c1ccc(NC(=O)CSc2nc(=O)n3cccc(C)c3n2)cc1,-5,-9,1.7
CC(Oc1ccccc1F)c1nnc(SCC(=O)N(c2ccccc2)C2CCS(=O)(=O)C2)o1 (centres undefined),-5,1,-0.6
C=CCn1c(COc2ccc(F)cc2)nnc1SCC(=O)NC1CC1,-4,7,2.0
CC(C)CN(C(=O)COC(=O)CSc1ccccc1)c1c(N)n(Cc2ccccc2)c(=O)[nH]c1=O,3,3,1.1
COCCn1c(Cc2ccccc2)nnc1SCC(=O)Nc1oc(C)c2c(C)n[nH]c(=O)c12,-2,1,2.1
Cc1ccc(NC(=O)CSc2nnnn2C)cc1S(=O)(=O)N1CCCCC1,-6,-3,-0.7
CCCn1c(N)c(C(=O)CSc2nc3ncc(Cl)cc3[nH]2)c(=O)n(C)c1=O,-1,14,2.7
Cc1ccc(SCC(=O)OCC(=O)NCCc2ccccc2)cc1,-3,-2,-2.2
CC(=O)Nc1cccc(NC(=O)CSc2nc(=O)n(Cc3ccccn3)c3c2CCC3)c1,0,16,-0.1
O=C(CSc1nc2cc(Cl)ccc2o1)NC1CC1,-4,-11,-0.4
CSc1ccc(S(=O)(=O)NCC(=O)OCC(=O)N(C)Cc2ccccc2)cc1[N+](=O)[O-],0,13,-0.1

# In a second layout: 2 of the compounds above.
# Results follow in this order: GalR3 antag | CRFR2-BP antag | CRFR2-BP ag
> CCOc1ccc(S(=O)(=O)N2CCNC(=O)C2)cc1
  -6 | 8 | -1.7
> Cc1ccc(NC2(C(N)=O)CCCC2)cc1
  -5 | 5 | -4.3

# This is a subset; rates above refer to the full screens.
